Peg3 prom inh: inhibitors of Peg3 promoter; hit rate 1.7% among 360,000; HeLa PEG-Prom luciferase reporter, luminescence, overnight; inhibition, % at 20 µM; AID 588405;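 active = inhibition of at least 50% at 20 µM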
HIF-2a block: blocks HIF-2a reporter activity | inhibition, % at 18.8 µM | 786-0 RCC cells HIF-2a reporter, luciferase luminescence, overnight | hit rate 0.72% among 360,000;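 active = inhibition of the luminescence signal of 40% or more relative to plate controls, in a single-dose primary screen at 18.75 µM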
TRPM1 prom inh: reduces MITF-dependent TRPM1 promoter luciferase signal. SK-MEL-5 TRPM1 promoter luciferase, 24 h. inhibition, % at 12.5 µM. hit rate 0.83% among 330,000;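 active = mean inhibition across replicates of 60% or more, whatever share of single replicates reaches that level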; also: values of inactives mirror those of a sister screen read the other way
TWEAK Fn14 block: TWEAK-Fn14 signaling inhibition; AID 1159606; hit rate 2% among 360,000; inhibition, % at 10 µM; TWEAK-stimulated Fn14 reporter cells, luciferase luminescence, 8 h; in the data active = inhibition above about 50%
NR2E3 ag-1: agonists of human nuclear receptor NR2E3; Q9Y5X4; AID 2300; hit rate 0.12% among 320,000; GST-NR2E3/biotin-RetCOR TR-FRET, 1536-well; inhibition of corepressor binding, % at 4.78 µM;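 active = percent inhibition above the cutoff of mean plus 3 SD of all tested compounds, set per screening campaign, cut at about 20% in these data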;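 also: 0% = DMSO wells and 100% = biotin wells as full block of FRET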
Target sequence (Q9Y5X4 whole entry, looked up): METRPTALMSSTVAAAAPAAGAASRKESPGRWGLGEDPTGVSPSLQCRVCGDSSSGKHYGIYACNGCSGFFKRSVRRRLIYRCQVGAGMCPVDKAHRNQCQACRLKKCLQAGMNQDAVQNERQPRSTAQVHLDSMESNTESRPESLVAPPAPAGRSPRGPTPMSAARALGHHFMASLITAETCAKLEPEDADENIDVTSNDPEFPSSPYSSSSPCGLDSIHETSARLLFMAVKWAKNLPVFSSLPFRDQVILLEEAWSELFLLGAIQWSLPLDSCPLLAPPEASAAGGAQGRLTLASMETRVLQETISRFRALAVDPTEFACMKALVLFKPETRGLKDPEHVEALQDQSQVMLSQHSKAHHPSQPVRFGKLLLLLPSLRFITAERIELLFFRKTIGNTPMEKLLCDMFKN
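Format: 1536-well format; test system: GST-NR2E3 and biotin-RetCOR proteins; read-out basis: percent inhibition of TR-FRET ratio; timing: 5 h incubation at 4 °C; detection: time-resolved FRET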
NR2E3 ag-2: human photoreceptor-specific nuclear receptor agonism. inhibition of corepressor binding, % at 3.98 µM. hit rate 0.35% among 360,000. Q9Y5X4. AID 602229. CHO-S Gal4-NCOR/VP16-NR2E3 two-hybrid, luciferase;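 active = inhibition above the mean of all tested compounds plus 3 SD, cut at about 70% in these data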;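 also: 0% = DMSO with NR2E3 transfected cells and 100% = cells lacking NR2E3 construct; higher means lower luciferase signal from less NR2E3 corepressor binding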
C8 TRAIL sens: caspase-8 TRAIL sensitization. NB7+C8 cells + TRAIL, ATPlite viability luminescence. inhibition (viability loss, TRAIL sensitization), % at 10 µM. hit rate 1% among 360,000. AID 624354;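 active = compounds causing at least 50% loss of cell viability in the single-dose screen, relative to plate controls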
Shn3 3UTR inh: reduces Shn3 3'UTR luciferase signal in osteoblasts. Clone20 osteoblast Shn3 3'UTR firefly luciferase, 24 h. inhibition, % at 12.5 µM. hit rate 0.52% among 360,000;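 active = mean inhibition of at least 75% with every replicate also reaching 75%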;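 also: 0% = median of neutral control wells and 100% = pilot-screen positive control compound; some compounds past the cut are filed as inactive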
KKLEB cytotox: counter-screen for CF NF-kB inhibitors: cytotoxicity. KKLEB CF airway cells viability, ATPlite luminescence, overnight; active compounds read low; cells stimulated with P. aeruginosa culture filtrate. activity change (cytotoxicity), % at 5 µM. hit rate 0.36% among 360,000. AID 602141;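 active = corrected activity change at or below -50% at 5 µM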
TROY NFkB inh: blocks TROY-dependent signaling in reporter cells. Q293 LMP1-TROYcd NF-kB luciferase reporter, 4 h. inhibition, % at 10 µM. hit rate 0.98% among 360,000. AID 1347056;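 active = compounds whose plate-normalised and pattern-corrected inhibition of the luciferase reporter signal at the single screening dose is 50% or more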
CF NFkB block: inhibitors of cystic fibrosis induced NF-kB; inhibition, % at 5 µM; KKLEB NF-kB-GFP reporter, PAF-induced, GFP fluorescence overnight; AID 588850; hit rate 0.86% among 360,000;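 active = at least 50% inhibition at 5 µM, scaled per plate between neutral and stimulator controls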;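 also: PAF is a Pseudomonas aeruginosa culture filtrate used as stimulus; plate controls were PAF-stimulated DMSO wells for no effect and unstimulated DMSO wells for full effect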
The depositor's hits bear a star; nt = no result given.

SMILES	Peg3 prom inh	HIF-2a block	TRPM1 prom inh	TWEAK Fn14 block	NR2E3 ag-1	NR2E3 ag-2	C8 TRAIL sens	Shn3 3UTR inh	KKLEB cytotox	TROY NFkB inh	CF NFkB block
COCCCN1CC(=O)N2Cc3[nH]c4ccccc4c3C[C@H]2C1=O	-2	8	-11	-10	0	25	1	-3	3	13	-4
Cc1cc(C)cc(NC(=O)Cn2cnc3c(nnn3Cc3ccc(F)cc3)c2=O)c1	18	13	3	-19	4	-21	-2	5	-20	10	-4
COc1ccc([C@H]2CC(=O)C=C(/C=C/c3ccccc3)C2)cc1OC	15	2	-1	-6	2	-9	1	14	-7	15	17
CCOC(=O)C(C(=O)OCC)c1cc(Br)c2noc3c2c1C(=O)c1ccccc1-3	113*	35	95*	20	3	-38	93*	99*	-38	11	75*
O=C(Nc1ccccc1F)c1csc(COCCO)n1	-170	-160	nt	3	nt	-53	-1	-56	-12	-36	20
O=C1COc2ccc(C(=O)COC(=O)c3ccc(Cl)cc3[N+](=O)[O-])cc2N1	-20	10	3	-24	-5	-18	2	-3	3	0	-30
O=C(CN1CCN(c2ccc(Cl)cc2)CC1)c1ccccc1	-12	-19	nt	-5	2	-26	11	-30	13	1	-8
CCOc1ccccc1CN1CCC(O)CC1	1	21	-3	7	1	-10	15	3	-3	-1	5
COc1cccc(NC(=O)CN(C)C(=O)CCCNC(=O)c2ccc(Cl)cc2)c1	-41	-69	nt	-7	-2	-9	-13	-14	15	-26	8
O=C1NC2(CCCCCC2)C(=O)N1Cc1c(F)cccc1Cl	6	12	-40	3	0	-13	8	-6	10	-16	-18
CCc1ccc2[nH]c3nc(SCCN4CCOCC4)nnc3c2c1	-63	-245	-20	-39	-3	-80	-7	-14	-1	-15	-17
O=C1N=C(N2CCC(Cc3ccccc3)CC2)S/C1=C/c1cn[nH]c1-c1ccccc1	41	1	7	77*	-1	-8	12	16	-14	47	18
Cc1cccc(NC(=O)CCCSc2nc3ccccc3[nH]2)c1	-12	-1	22	3	0	17	7	-1	12	-6	-13
Nc1ccccc1N1CCN(C(=O)c2ccccc2)CC1	-6	13	-6	-7	-3	-5	7	-29	2	1	-14
CCN1C(=O)C(=O)N(CC(=O)N2CCN(c3ccccc3)CC2)C1=O	18	6	3	-7	-2	-9	-20	5	5	3	7
Cc1cc(C(=O)Cn2nc(C(=O)O)c3ccccc3c2=O)c(C)n1CCc1ccc(Cl)cc1	-14	-15	4	20	0	-27	-11	1	-5	-6	12
CC(C)CN(C(=O)CN(C)C(=O)Cc1c(F)cccc1Cl)c1c(N)n(CC(C)C)c(=O)[nH]c1=O	0	-9	nt	6	nt	-2	0	-17	-11	-1	10
CN(CC(=O)Nc1ccc(F)cc1)C(=O)Cn1cnc2ccc([N+](=O)[O-])cc2c1=O	-1	-3	-3	5	nt	2	-2	-1	-19	-12	6
CCCSc1nc2c(c(=O)n1-c1ccc(OCC)cc1)SCC2	1	8	-2	-18	1	-17	3	6	0	-5	5
CC(CN1CC(=O)NC(=O)C1)N1CC(=O)NC(=O)C1 (configuration not stated)	3	14	nt	-9	nt	2	-5	7	2	15	19
COc1ccc(CCNC(=O)CCCN2C(=O)c3ccccc3C2=O)cc1OC	19	-4	9	7	1	8	6	6	-2	6	9
CC(=O)Nc1ccc(NC(=O)CSc2nnc(CNc3ccc(F)cc3)n2CC2CCCO2)cc1 (configuration not stated)	7	11	7	-10	-2	-24	-2	0	7	4	-10
O=C(CSc1ncn[nH]1)c1ccc2c(c1)OCO2	-30	-57	6	-10	5	-28	-30	-1	-4	-16	4
COc1ccc(OC)c(NS(=O)(=O)c2ccc(N3CCCC3=O)cc2)c1	9	13	27	-25	6	5	8	31	-10	27	21
Nc1ncnc2c1ncn2[C@@H]1O[C@H](CNC(=O)[C@@H]2CCC(=O)N2)[C@@H](O)[C@H]1O	-15	-6	7	20	nt	-4	-7	5	2	3	4
Cc1nc(SCC(=O)NC2CCCC2)[nH]c(=O)c1Cc1ccccc1	6	18	1	5	2	-10	0	2	9	2	-7
O=C1C=C(N2CCCCC2)C2(CCCCC2)O1	-2	6	10	1	-1	-12	4	-8	0	23	1
Cc1cc(N/N=C/c2ccc(F)cc2)nc(NCc2ccccc2)n1	-50	-48	nt	-15	3	-34	16	-1	-17	-32	10
CC(=O)c1ccc(Nc2nc(C(N)Cc3ccc(C(F)(F)F)cc3)cs2)cc1 (configuration not stated)	45	6	nt	-1	nt	-13	15	10	-10	17	-4
CC(CCc1ccccc1)NC(=O)COC(=O)C1CCC(C(C)(C)C)CC1 (configuration not stated)	-2	8	1	-8	-3	-7	-4	-23	8	-20	4
Clc1ccccc1Nc1nc(-c2ccncc2)nc2ccccc12	-1	23	-22	-2	-1	10	-13	20	0	10	-10
CCn1nnnc1SCC(=O)N1CCN(Cc2ccc3c(c2)OCCO3)CC1	2	6	5	-11	-1	10	7	-10	-7	-10	-4
CCOC(=O)c1c(NC(=O)Cn2nc(C(F)(F)F)cc2C)sc2c1CCC2	6	19	-6	10	2	-7	-4	-1	4	0	30
COc1ccc2[nH]c(=O)c(CN(C(=O)C3CCCO3)c3ccc(C)c(C)c3)cc2c1 (configuration not stated)	4	7	-12	-7	3	-33	-6	22	-12	-3	-16
Nc1c(C(=O)N/N=C/c2ccccc2)cnn1-c1ccccc1	-217	-238	-66	0	0	-52	11	-77	0	-66	23
Cc1nc(SCC(=O)NCc2ccc3c(c2)OCO3)nc(C)c1C	2	13	5	7	nt	-28	-10	-15	1	-2	8
Cc1ccc(CN2CCN(c3ncccn3)CC2)o1	4	-5	-2	5	-3	-11	-23	15	-7	-5	15
CCCCn1c(CN2CCN(CCO)CC2)nc2ccccc21	-6	19	5	-9	6	8	31	8	-1	3	0
NS(=O)(=O)c1ccc(CCNC(=O)C2CCCN2S(=O)(=O)c2cccc3nsnc23)cc1 (configuration not stated)	19	3	5	-18	0	9	12	-49	7	0	0
O=S(=O)(Nc1ccccc1F)c1ccc2nsnc2c1	0	12	-7	5	0	-9	-10	10	-6	0	4
CCN(CC)C1=CC(=[N+]2CCCC2)CC(C)(C)C1	16	9	46	17	0	-24	29	77	-2	7	9
CC(C)c1nnc(NC(=O)CCC(=O)N2CCN(c3ccc(Cl)cc3)CC2)s1	10	-1	-1	6	2	1	-5	10	-8	-7	-27
CCOc1ccc(N(CC(=O)Nc2ccccc2C(=O)NCc2ccco2)S(C)(=O)=O)cc1	21	18	4	1	1	7	1	-1	6	-10	13
COc1cc(-c2cc(C(=O)NCCc3ccc(S(N)(=O)=O)cc3)c3ccccc3n2)cc(OC)c1OC	24	10	9	-10	-6	-24	3	-5	-19	-2	10
Cc1ccc(-n2c(C)cc(C(=S)N3CCOCC3)c2C)cc1C	-3	-9	1	-5	0	-3	14	32	13	-3	-12
O=C(Nc1cc(S(=O)(=O)N2CCOCC2)ccc1N1CCOCC1)c1cc(=O)[nH]c2ccccc12	15	10	5	-19	1	-32	1	12	-2	23	21
CCCNC1=C(C)C(=O)CC1	12	6	11	8	-3	-4	4	9	-21	nt	-1
O=C(/C=C/c1ccc(F)cc1)NCCCN1CCN(CCCNC(=O)/C=C/c2ccc(F)cc2)CC1	-100	5	15	8	-9	-23	-22	0	5	8	-14
CC/C(=N\NC(=O)c1ccc(-c2ccccc2)cc1)C12CC3CC(CC(C3)C1)C2	-15	-9	-1	-17	-4	-16	-2	-10	8	-3	-7
COc1ccccc1CNC(=O)CCC(=O)Nc1nnc(C)s1	-3	6	-9	-21	4	-17	3	11	2	12	-7
C[N+]1(CC#CC(O)(c2ccccc2)c2ccccc2)CCCC1	-4	0	8	18	-3	6	-5	2	17	-6	5
C/C(CC(=O)NCc1ccccc1Cl)=N/NC(=O)c1ccccn1	-21	-71	-17	0	-2	-129	6	-66	12	-59	0
CCN(CC)C(=O)CSc1nc2c(sc(=S)n2-c2ccc(C)cc2C)c(=O)[nH]1	8	14	-1	-12	4	-3	-13	22	-4	12	5
Cc1ccc(-c2nnc(SCC(=O)N3CCCC3)o2)cc1	-241	-188	-81	-8	-1	-30	-5	-51	2	-3	-8
CCOC(=O)c1ccc(N2C(=O)CC(N3CCN(C(=O)c4ccco4)CC3)C2=O)cc1 (configuration not stated)	2	19	-2	-5	2	-29	10	-15	7	7	9
Cc1nc(SCC(=O)NCC(F)(F)F)c2c(-c3cccs3)csc2n1	23	27	-1	10	2	7	-2	13	2	15	5
COc1ccc(CCNCc2ccccc2N2CCCC2)cc1	-83	-123	-6	-21	0	1	7	29	-9	-26	-9
NC(Cc1ccc(C(F)(F)F)cc1)c1csc(Nc2nncc3ccccc23)n1 (configuration not stated)	94*	6	nt	-10	nt	12	69*	7	-33	-3	19
CCN(CC)C(=O)Cn1cc(S(=O)(=O)CC(=O)Nc2cccc(NC(C)=O)c2)c2ccccc21	-3	11	nt	-4	nt	-21	-20	4	5	-4	5
Cc1ccc2c(ccc(=S)n2C)c1	-29	-15	9	-11	9	30	3	6	21	3	-31

(continued)
SMILES	Peg3 prom inh	HIF-2a block	TRPM1 prom inh	TWEAK Fn14 block	NR2E3 ag-1	NR2E3 ag-2	C8 TRAIL sens	Shn3 3UTR inh	KKLEB cytotox	TROY NFkB inh	CF NFkB block
CCN(CC)CCNc1nc2c(c(=O)n(C)c(=O)n2C)n1C/C=C(/C)Cl	6	18	-12	-7	2	-23	14	-10	-4	11	-9
O=C(CN1C(=O)S/C(=C\c2ccccc2)C1=O)NNC(=O)c1ccccc1O	2	11	5	-1	-1	4	2	0	6	13	-18
O=C(CN1c2cccc3cccc(c23)S1(=O)=O)Nc1ccc(F)c(F)c1F	24	11	-2	-14	nt	-4	-16	9	1	-6	-14
C=CCn1c(SCC(=O)Nc2ccc(Br)cc2)nc(O)cc1=O	1	4	nt	-1	nt	6	11	15	-1	-12	-54
O=C1N[C@@H](c2ccccc2)COC(=O)[C@H](Cc2ccc(F)cc2)C/C=C\C[C@H]1CC(=O)N(CCO)Cc1ccccc1	-5	9	-2	1	nt	-5	-3	15	-17	16	17
Cc1ccoc1C(=O)N1CCN(C(=O)c2occc2C)CC1	6	7	4	21	-2	3	-3	-4	-5	11	4
COc1ccc(C2=NN(C(=O)CSc3nnc(C)c(=O)n3N)C(c3ccco3)C2)cc1 (configuration not stated)	-41	-55	-26	3	1	-26	2	0	-3	-32	3
Cc1cc(C)cc(C(=O)NCC(=O)OCC(=O)NC2CCCc3ccccc32)c1 (configuration not stated)	8	6	3	-5	nt	-14	-3	-15	4	0	2
Cc1cccc2nc(CSc3ccc(Cl)cc3)cn12	-327	-309	-102	15	5	-91	4	-78	-3	-31	5
C[C@@H]1CC=C[C@@H]2[C@H]1C(=O)N(Cc1ccccc1)[C@H]2c1ccccc1Br	26	1	4	-26	nt	-17	3	20	-4	4	21

Part of the list above in another layout:
Results follow in this order: Peg3 prom inh | HIF-2a block | TRPM1 prom inh | TWEAK Fn14 block | NR2E3 ag-1 | NR2E3 ag-2 | C8 TRAIL sens | Shn3 3UTR inh | KKLEB cytotox | TROY NFkB inh | CF NFkB block
- Cc1ccc2c(ccc(=S)n2C)c1
  -29 | -15 | 9 | -11 | 9 | 30 | 3 | 6 | 21 | 3 | -31
- Cc1nc(SCC(=O)NCC(F)(F)F)c2c(-c3cccs3)csc2n1
  23 | 27 | -1 | 10 | 2 | 7 | -2 | 13 | 2 | 15 | 5

Screens as filed in PubChem.

Only part of the results is shown; rates above refer to the full screens.
